AmpC inh detg – blocks E. coli AmpC beta-lactamase in detergent assay | P00811 | Potency, µM (highest dose often 114 µM), without a hit: at the top dose activity change, negative = inhibition, actives largely listed as inhibitors | AmpC hydrolysis of nitrocefin, absorbance 480 nm, 0.01% Triton | 370,000 tested, 0.041% active;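 note: potency is the fitted concentration of half-maximal effect; 0% = no-compound wells and -100% = no-enzyme wells; nearly all actives have a fitted effect of over 25% in size; some results filed as inactive show a strong effect at the top dose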
Target sequence (P00811 whole entry, looked up): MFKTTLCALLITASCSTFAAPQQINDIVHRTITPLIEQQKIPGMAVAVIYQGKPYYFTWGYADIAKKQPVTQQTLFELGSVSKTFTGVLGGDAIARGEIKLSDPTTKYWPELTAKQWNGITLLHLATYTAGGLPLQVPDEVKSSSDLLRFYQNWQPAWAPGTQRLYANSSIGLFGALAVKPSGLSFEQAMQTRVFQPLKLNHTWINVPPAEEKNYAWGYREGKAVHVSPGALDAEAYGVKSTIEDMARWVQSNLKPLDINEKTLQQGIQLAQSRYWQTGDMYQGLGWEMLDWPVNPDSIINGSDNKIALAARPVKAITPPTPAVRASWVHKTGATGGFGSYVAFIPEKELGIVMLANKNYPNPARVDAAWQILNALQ
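20 mM phosphate pH 7.0 + 0.01% (detergent screen) or 0.0001% Triton X-100; 5.3 nM AmpC reagent; cpd preinc 15 min RT; nitrocefin (800 uM stock) to start; A480 q20 s × 4 min; Activity was normalised to no-enzyme and no-compound control wells.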
AmpC no deterg – AmpC beta-lactamase inhibition without detergent | 330,000 tested, 0.52% active | Potency, µM (top dose mostly 57.1 µM), for the others: at the top dose activity change, negative = inhibition, most hits filed as inhibitors | AmpC nitrocefin hydrolysis, absorbance 480 nm, 0.0001% Triton | AID 485341;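 note: potency is the fitted concentration of half-maximal effect; plate controls were no compound for no effect and no enzyme for full effect; nearly all actives have a fitted effect of over 20% in size; some results filed as inactive show a strong effect at the top dose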
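AmpC (5.3 nM in the dispensed reagent) in 20 mM phosphate pH 7.0 with 0.01% (detergent screen) or 0.0001% Triton X-100 was preincubated with compounds for 15 min at room temperature. Nitrocefin was then added from an 800 uM solution, and hydrolysis was followed at 480 nm.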
HCMV inh – human cytomegalovirus inhibition; 410,000 tested, 4.5% active; HFF cells, HCMV-luciferase reporter, 72 h; stronger effect = lower value; activity change, negative = inhibition, % at 57.5 µM; in the data active = activity change below about -60%; inconclusive = no clear call, values can overlap the other calls; inactive = above about -39%
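Two-dose cell screen: HFF monolayers treated with compounds and infected with luciferase-expressing HCMV at 1 PFU/cell, 72 h at 37C, then lysed for luciferase measurement.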
Giardia FBPA inh – Giardia lamblia aldolase inhibition. 290,000 tested, 0.71% active. Potency, µM (series often up to 59.6 µM), without a hit: at the highest dose activity, negative = inhibition, usual class: inhibitors. purified Giardia FBPA. A8B2U2. AID 2451; note: potency is the fitted concentration of half-maximal effect; nearly all actives have a fitted effect of over 55% in size
Target sequence (A8B2U2 whole entry, looked up): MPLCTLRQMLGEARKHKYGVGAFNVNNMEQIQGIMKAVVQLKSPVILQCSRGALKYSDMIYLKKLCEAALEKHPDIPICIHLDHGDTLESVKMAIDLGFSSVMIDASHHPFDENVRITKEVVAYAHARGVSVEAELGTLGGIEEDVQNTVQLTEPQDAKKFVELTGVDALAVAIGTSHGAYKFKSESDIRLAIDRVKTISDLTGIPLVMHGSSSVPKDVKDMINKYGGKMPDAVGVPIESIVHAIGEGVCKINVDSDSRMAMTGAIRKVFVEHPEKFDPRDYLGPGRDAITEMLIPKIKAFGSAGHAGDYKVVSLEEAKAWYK
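Giardia FBPA (40 nM reagent) was preincubated 10 min at RT with compound (up to 57.5 uM final), then substrate plus GAPDH/TPI/NAD/arsenate coupling system with diaphorase/resazurin was added; resorufin fluorescence (525/598 nm) was read after 20 min.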
Sm TGR inh – S. mansoni TGR enzyme inhibition; Q962Y6; purified TGR, DTNB reduction, TNB absorbance 405 nm; Potency, µM (doses to about 114 µM), inactives show at the top dose activity change, negative = inhibition, most hits filed as inhibitors; AID 485364; 360,000 tested, 3% active; note: potency is the fitted concentration of half-maximal effect; nearly all actives have a fitted effect of over 60% in size
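First, TGR (20 nM dispensed) and NADPH were mixed with compound. Second, a 15 min room-temperature incubation followed. Third, further NADPH and then DTNB were added to start the reaction. Finally, TNB absorbance was monitored kinetically.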
AMA1 RON2 block – AMA1-RON2 (P. falciparum) interaction inhibition; AlphaScreen AMA1-biotinylated RON2 peptide binding; Potency, µM (highest dose often 58.2 µM), without a hit: top-dose activity change, negative = inhibition, usual class: inhibitors; 360,000 tested, 0.2% active;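 note: potency is the fitted concentration of half-maximal effect; 0% = vehicle wells and -100% = peptide control; nearly all actives have a fitted effect of over 45% in size; some results filed as inactive show a strong effect at the top dose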
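AMA1 (3D7) with his tag at 25 nM final met compounds first, then biotinylated RON2 peptide at 25 nM; detection used donor plus acceptor beads, 10 µg/mL apiece, read by AlphaScreen after 30 min at room temperature.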
* = called active by the depositor; & = joins results of further samples; [ ] = remark or other dose. Unless noted, calls come from the whole dose curve; as a rule, active = well fitted curve in the direction sought with a large enough effect; inconclusive = small, poorly fitted or top-dose-only effect, or another doubt; inactive = no such curve, though single readings can be large; an effect the other way counts as inactive or inconclusive. Unless noted, % is set by controls: 0 for no effect and ±100 for the full control effect. Not a hit list (roughly 7.8% active in at least one column).

`Cc1ccc(C(=O)N2CCN(CCc3ccncc3)CC2)cc1` gave AmpC inh detg 21.3%, HCMV inh 5.1 and Sm TGR inh -28.2%.
`CCN(CC)S(=O)(=O)c1cccc(NC(=O)C(=O)c2c(-c3ccccc3)cc3ccccn23)c1` gave AmpC inh detg -11.5%, AmpC no deterg -45.4%, HCMV inh -75.3*, Giardia FBPA inh -3.8%, Sm TGR inh -5.1% and AMA1 RON2 block -19.5%.
Screening CCOC(=O)c1c(NC(=O)c2noc3c2CCCC3)sc(C)c1C returned AmpC inh detg -11.7%, AmpC no deterg -23.4%, Giardia FBPA inh -3.5% and Sm TGR inh 0.0%.
Cc1ccc[n+](CC(=O)N2CCCc3ccccc32)c1 was read as AmpC inh detg 2.9%, AmpC no deterg -8.1%, HCMV inh 28.8, Giardia FBPA inh -1.1%, Sm TGR inh 14.4% and AMA1 RON2 block -7.2%.
Screening O=S(=O)(NCCCCCNS(=O)(=O)c1ccc(F)cc1)c1ccc(F)cc1 returned AmpC inh detg 4.4%, AmpC no deterg -20.7%, HCMV inh -19.5, Giardia FBPA inh 1.1%, Sm TGR inh 4.5% and AMA1 RON2 block -26.1%.
Screening Cc1ccc(CSCC(=O)N/N=C/c2cccc(OC3CSC3)c2)cc1 returned AmpC inh detg -10.4%, AmpC no deterg -30.4%, HCMV inh 11.3, Giardia FBPA inh -1.6%, Sm TGR inh -3.4% and AMA1 RON2 block -5.3%.
For CCC(CO)Oc1cc(NCc2ccccn2)c2ncn(C(C)C)c2c1 (stereo unspecified) the results were AmpC no deterg 37.1%, HCMV inh 9.1 and AMA1 RON2 block 67.3%[activator].
Screening O=C(O)/C=C/c1cnc2ccccc2n1 returned AmpC inh detg -15.3%, AmpC no deterg -14.1%, HCMV inh 9.3, Giardia FBPA inh 0.0%, Sm TGR inh -32.7% and AMA1 RON2 block -1.0%.
Screening CCc1ccc(NC(=S)Nc2ccc3[nH]c(=O)[nH]c3c2)cc1 returned AmpC inh detg 8.4%, AmpC no deterg -36.5%, HCMV inh -34.1, Giardia FBPA inh -24.1%, Sm TGR inh -23.0% and AMA1 RON2 block -3.1%.
`Cc1ccc(CS(=O)(=O)Cc2ccc(C(=O)NC3CCCC3)o2)cc1` gave AmpC inh detg -1.3%, AmpC no deterg 0.0%, HCMV inh -25.6, Sm TGR inh -1.8% and AMA1 RON2 block 11.9%.
For COc1cccc(CNC(=O)CCCN2C(=O)C(c3ccccc3)Oc3cccnc32)c1OC (stereo unspecified) the results were AmpC inh detg 0.0%, AmpC no deterg 38.0%, HCMV inh -10.3, Giardia FBPA inh 12.1%, Sm TGR inh 12.0% and AMA1 RON2 block -7.9%.
`CCOC(=O)C1=C(CSc2nc3c(cc2C#N)CN(C)CC3)OC(N)=C(C#N)C1c1ccccc1` (stereo unspecified) gave AmpC inh detg -5.3%, AmpC no deterg 50.6%, HCMV inh 56.6, Giardia FBPA inh 8.6%, Sm TGR inh inconclusive and AMA1 RON2 block -16.3%.
CCCCNc1nc2c(S(=O)(=O)c3ccc(C)c(C)c3)nnn2c2ccsc12 was read as AmpC inh detg -1.4%, HCMV inh 13.4 and Sm TGR inh 1.2%.
Screening COc1ccc(-c2cc(C(=O)Nc3cccnc3Cl)no2)cc1OC returned AmpC inh detg -1.6%&15.7%, AmpC no deterg -7.4%, HCMV inh -12.1&3.5, Giardia FBPA inh 8.1%, Sm TGR inh 10.9%&4.9% and AMA1 RON2 block -4.6%.
Screening Nc1cc(=O)n(Cc2ccccc2)c(=O)n1-c1ccc(F)cc1 returned AmpC inh detg 1.2%, AmpC no deterg -10.1%, HCMV inh 3.2, Giardia FBPA inh 3.6%, Sm TGR inh 0.0% and AMA1 RON2 block 1.7%.
CCOc1cc(C(=S)N2CCOCC2)ccc1OC(=O)c1cccc(C)c1 was read as AmpC inh detg inconclusive, AmpC no deterg 52.4%, HCMV inh 57.8, Giardia FBPA inh -1.5%, Sm TGR inh -16.9% and AMA1 RON2 block -17.1%.
For O=C(Nc1ccccn1)[C@@H]1CCC(=O)N1C(=O)OCc1ccccc1 the results were AmpC inh detg inconclusive, AmpC no deterg -21.7%, HCMV inh -14.8, Giardia FBPA inh 7.2%, Sm TGR inh 3.3% and AMA1 RON2 block 4.3%.
For CCCc1nnc(NC(=O)c2ccc(N3C(=O)C4C5C=CC(C5)C4C3=O)cc2)s1 (stereo unspecified) the results were AmpC inh detg inconclusive, AmpC no deterg 27.7%, HCMV inh -12.1, Giardia FBPA inh -2.2%, Sm TGR inh 0.6% and AMA1 RON2 block 33.8%[activator].
For CSc1nc2ccc(S(=O)(=O)N3CCCCC3)cc2s1 the results were AmpC inh detg 0.3%, AmpC no deterg -13.7%, HCMV inh -20.8, Giardia FBPA inh 4.0%, Sm TGR inh 1.6% and AMA1 RON2 block -15.1%.
Screening CC1=NN(c2ccccc2)C(=O)C1c1ccccc1 (stereo unspecified) returned AmpC inh detg -13.1%, AmpC no deterg -9.6%, HCMV inh -31.4, Giardia FBPA inh -12.1%, Sm TGR inh -0.2% and AMA1 RON2 block -13.2%.
`CN(C)C(C)(C)/C=C/C(O)(c1ccccc1)c1ccccc1` gave AmpC inh detg -0.1%, AmpC no deterg -16.3%, HCMV inh 3.4, Giardia FBPA inh 1.1%, Sm TGR inh 9.4% and AMA1 RON2 block -2.4%.
CCCn1c(SCC(=O)NC(=O)Nc2ccc(C)cc2C)n[nH]c1=O was read as AmpC inh detg inconclusive, AmpC no deterg -14.6%, HCMV inh 12.6, Giardia FBPA inh 5.3%, Sm TGR inh -25.1% and AMA1 RON2 block -9.2%.
Cc1cccc(C)c1NC(=O)c1sccc1SCC#N was read as AmpC inh detg 0.9%, AmpC no deterg 3.7%, HCMV inh 4.6, Giardia FBPA inh 0.5%, Sm TGR inh -11.5% and AMA1 RON2 block -11.4%.
`O=C1c2ccccc2NC2(CCCC2)N1N=C1CCCC1` gave AmpC inh detg 0.8%, AmpC no deterg -11.1%, HCMV inh inconclusive, Giardia FBPA inh 0.3% and AMA1 RON2 block 14.8%.
For O=c1c2ccccc2ncn1-c1ccccc1[N+](=O)[O-] the results were AmpC inh detg 0.5%, AmpC no deterg -3.8%, HCMV inh -9.2, Giardia FBPA inh -4.8%, Sm TGR inh -2.2% and AMA1 RON2 block 5.0%.
Screening Cc1ccc(OCC(=O)N/N=C\c2c(C)[nH]n(-c3ccccc3)c2=O)c([N+](=O)[O-])c1 returned AmpC inh detg -3.3%, AmpC no deterg -34.3%, HCMV inh 22.9, Giardia FBPA inh inconclusive, Sm TGR inh -6.2% and AMA1 RON2 block 35.8%[activator].
Screening O=C(O)[C@@H]1C[C@H]1[C@@H](NP(=O)(c1ccccc1)c1ccccc1)c1ccccc1 returned AmpC inh detg inconclusive, AmpC no deterg -6.1%, HCMV inh -99.4*, Giardia FBPA inh 7.3%&15.8%, Sm TGR inh -2.5% and AMA1 RON2 block 3.5%.
For OC(CN1CCN(C(c2ccccc2)c2ccccc2)CC1)c1ccc(Br)cc1 (stereo unspecified) the results were AmpC inh detg -12.1%, AmpC no deterg -27.6%, HCMV inh -30.3, Giardia FBPA inh 22.8%, Sm TGR inh 10.2% and AMA1 RON2 block 6.0%.
Cc1ccc(N=c2ssnc2Cl)cc1 was read as AmpC inh detg -22.0%, AmpC no deterg -52.7%, HCMV inh -19.7, Giardia FBPA inh inconclusive, Sm TGR inh inconclusive and AMA1 RON2 block 32.5%[activator].
Oc1ccc(Br)cc1C=Nc1ccc2[nH]ncc2c1 was read as AmpC inh detg inconclusive, AmpC no deterg -6.8%, HCMV inh -23.8, Giardia FBPA inh -19.0%, Sm TGR inh -4.8% and AMA1 RON2 block -9.3%.

The closing two compounds of the part above are carried over, then new ones follow.
Cc1ccc(N=c2ssnc2Cl)cc1 was read as AmpC inh detg -22.0%, AmpC no deterg -52.7%, HCMV inh -19.7, Giardia FBPA inh inconclusive, Sm TGR inh inconclusive and AMA1 RON2 block 32.5%[activator].
Oc1ccc(Br)cc1C=Nc1ccc2[nH]ncc2c1 was read as AmpC inh detg inconclusive, AmpC no deterg -6.8%, HCMV inh -23.8, Giardia FBPA inh -19.0%, Sm TGR inh -4.8% and AMA1 RON2 block -9.3%.
Screening COc1ccc(Cl)cc1C(=O)NNC(=S)NC(=O)c1cc(-c2ccccc2)nc2ccccc12 returned AmpC inh detg -8.2%, AmpC no deterg 0.0%, HCMV inh 24.6, Sm TGR inh -0.6% and AMA1 RON2 block 97.6%[activator].
`Cc1ccc2nc(COc3ccccc3NC(=O)c3ccc(F)cc3)cc(=O)n2c1` gave AmpC inh detg -9.4%, HCMV inh -3.2 and Sm TGR inh -0.8%.
`Cc1cc(N2C(=O)C3CC=CCC3C2=O)cc(C)c1Br` (stereo unspecified) gave AmpC inh detg -4.0%, AmpC no deterg -12.4%, HCMV inh -10.6, Giardia FBPA inh -3.9%, Sm TGR inh 0.7% and AMA1 RON2 block -1.6%.
For Cc1n[nH]c(=O)c2c(NC(=O)COC(=O)c3cccc(OC(F)F)c3)oc(C)c12 the results were AmpC inh detg -11.5%, AmpC no deterg -3.8%, HCMV inh 7.4, Sm TGR inh inconclusive and AMA1 RON2 block -16.4%.
Screening COc1ccc(OCC(=O)NNC(=O)Nc2cccc(Cl)c2)cc1 returned AmpC inh detg inconclusive, AmpC no deterg -22.3%, Giardia FBPA inh 3.6%, Sm TGR inh 0.1% and AMA1 RON2 block 21.0%.
Screening O=C(CCn1c(=O)oc2ccccc21)N1CCc2ccccc21 returned AmpC inh detg 0.3%, AmpC no deterg 2.8%, HCMV inh 36.0, Giardia FBPA inh 10.8%, Sm TGR inh -7.1% and AMA1 RON2 block -3.5%.
Screening COc1cc(S(=O)(=O)N2CCN3CCCC3C2)ccc1-n1cnnn1 (stereo unspecified) returned AmpC inh detg -12.5%, AmpC no deterg -8.2%, HCMV inh 6.7, Giardia FBPA inh 7.9%, Sm TGR inh 5.5% and AMA1 RON2 block -5.8%.
Screening CNC(=S)N1N=C(c2ccc(Br)cc2)CC1c1ccc(N(C)C)cc1 (stereo unspecified) returned AmpC inh detg -1.3%, AmpC no deterg -0.4%, HCMV inh inconclusive, Giardia FBPA inh -7.5% and AMA1 RON2 block inconclusive.
For c1ccc2c(c1)nc(Nc1ccc(N3CCCCC3)cc1)c1nncn12 the results were AmpC inh detg 11.1%, AmpC no deterg 1.0%, HCMV inh -30.7, Giardia FBPA inh 15.0%, Sm TGR inh -2.8% and AMA1 RON2 block -26.9%.
For O=C(NCc1ccc(Cl)cc1)c1ccccc1CCc1ccccc1 the results were AmpC inh detg inconclusive, AmpC no deterg -29.5%, HCMV inh -17.8, Giardia FBPA inh 2.7%, Sm TGR inh -11.0% and AMA1 RON2 block -11.1%.
Screening Cc1cccc(NCC(=O)N/N=C\c2ccc[nH]2)c1 returned AmpC inh detg -7.6%, AmpC no deterg -20.1%, HCMV inh 18.5, Giardia FBPA inh -8.2%, Sm TGR inh 8.7% and AMA1 RON2 block 90.6%[activator].
Screening Cc1ccc(-n2nnnc2CNC(=O)c2ccccc2F)cc1C returned AmpC inh detg 17.6%, HCMV inh -25.2 and Sm TGR inh 3.4%.
O=C(Nc1ccccc1Br)N1CCC(CN2CCCC2)CC1 was read as AmpC inh detg 3.3%, HCMV inh 12.6 and Sm TGR inh -19.1%.
